TRPC4 block = inhibitors of mouse TRPC4 channel, primary screen, Fluo4 calcium, HEK293 TRPC4beta/mu-opioid cells; Short transient receptor potential channel 4 (Mus musculus), Q9QUQ5; DAMGO-evoked Fluo4 calcium flux; stronger effect = lower value; B-score at 10 µM; hit rate 0.39% among 300,000; AID 2247, 2010;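 active = B-score over 3 SD under the library average, no early fluorescence shift, positive overall ratio signal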
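Assay system – HEK293 line stably carrying TRPC4beta and mu-opioid receptor · Doses – single dose · Detection – Fluo4 calcium-dye fluorescence, kinetic read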
SKKanGAS inh = S. pyogenes SKKanGAS growth inhibitors in kanamycin, primary screen, streptokinase expression inhibitor project, SKKanGAS strain, BacTiter-Glo luminescence | 6 h | AID 1662, 2009 | hit rate 1.3% among 300,000 | inhibition, % at 7.5 µM;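 active = mean replicate score, as percent of positive control median, at least 50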;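 also: strain carries kanamycin resistance gene driven by streptokinase promoter and grows in 40 µg/ml kanamycin; loss of luminescence reflects streptokinase promoter inhibition or plain growth inhibition; 0% = median of DMSO wells and 100% = positive control at its reference dose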
TRPC4 PAM = positive allosteric modulators of TRPC4, primary screen, cell-based, mouse TRPC4beta, HEK293 mu-opioid, Fluo-4 calcium; Short transient receptor potential channel 4 (Mus musculus), Q9QUQ5; hit rate 0.42% among 310,000; DAMGO EC20, Fluo-4 Ca2+ flux; stronger effect = higher value; AID 2227, 2009; B-score at 10 µM;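 active = B-score of calcium response area above 5 SD of library B-scores, with initial fluorescence ratio within 5 SD of library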;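 also: B-score of integrated fluorescence ratio over time as area under calcium response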
MrgX1 allo act = positive allosteric modulators of MrgX1, primary screen, HEK293 cells, Fluo-4 calcium flux | B-score at 10 µM | hit rate 0.63% among 310,000 | AID 588675, 2011 | FDSS; stronger effect = higher value | Mas-related G-protein coupled receptor member X1 (Homo sapiens), Q96LB2;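 active = plate-corrected calcium response at least 3 library SD above typical, normal starting fluorescence, not activating the receptor alone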;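 also: compound read alongside a low EC10 to EC30 dose of BAM8-22 agonist; peak minus trough fluorescence over baseline measured at the second addition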
TRPC6 inhibitor = mouse TRPC6 channel inhibitors, primary screen, cell-based, HEK293, membrane potential dye. Short transient receptor potential channel 6 (Mus musculus), Q61143. ACh-evoked depolarization; stronger effect = lower value. B-score at 10 µM. hit rate 1.1% among 310,000;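 active = B-score under library mean minus 3 SD, initial fluorescence not abnormally high, positive integrated signal ratio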;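 also: B-score derived from integrated fluorescence ratio over the kinetic read; more negative B-score means stronger inhibition of depolarization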
TRPC4 act = activators of mouse TRPC4 channel, primary screen, Fluo4 calcium, HEK293 TRPC4beta/mu-opioid cells; Short transient receptor potential channel 4 (Mus musculus), Q9QUQ5; Fluo4 calcium fluorescence; stronger effect = higher value; B-score at 10 µM; hit rate 0.49% among 310,000; AID 2237, 2010;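 active = B-score above 5 SD of library B-scores, and initial fluorescence ratio not above library mean plus 5 SD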;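 also: positive B-score marks a calcium rise read as TRPC4 activation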
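Incubation: 45 min room-temperature Fluo4 loading, 110 s read / System: HEK293 cells stably co-expressing mouse TRPC4beta and mu-opioid receptor / Signal: Fluo4 fluorescence, kinetic / Control set: buffer (low) and maximal DAMGO (high) / Measure: integrated baseline-normalised fluorescence ratio, converted to per-well B score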
MrgX1 ag = agonists of human MrgX1 receptor, primary screen, HEK293 cells, Fluo-4 calcium flux; Mas-related G-protein coupled receptor member X1 (Homo sapiens), Q96LB2; Fluo-4 calcium fluorescence, agonist mode; stronger effect = higher value; B-score at 10 µM; hit rate 0.44% among 310,000; AID 588627, 2011;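 active = calcium response B-score plate-corrected fluorescence ratio at least 3 library SD, with starting fluorescence B-score inside 5 SD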
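Test system: Stable human MrgX1 HEK293 cell line | Schedule: Overnight plating before 1 h dye loading | Read-out basis: Baseline-normalised fluorescence change ratio, B-scored | Detection: Kinetic calcium dye fluorescence, Fluo-4 NW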
ANO1 block = TMEM16A chloride channel inhibitors, primary screen, cell-based, HTS; HEK293 TMEM16A/YFP iodide influx fluorescence, ionomycin; normalized B-score (activity score, 25-100; higher = stronger inhibition) at 10 µM; hit rate 1.2% among 310,000; AID 588511, 2011;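 active = ratio plate-corrected score three or more library SD toward inhibition, starting fluorescence score within five deviations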;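 also: score derived from kinetic fluorescence span divided by baseline fluorescence per well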
Target sequence (Q8BHY3 whole entry, looked up): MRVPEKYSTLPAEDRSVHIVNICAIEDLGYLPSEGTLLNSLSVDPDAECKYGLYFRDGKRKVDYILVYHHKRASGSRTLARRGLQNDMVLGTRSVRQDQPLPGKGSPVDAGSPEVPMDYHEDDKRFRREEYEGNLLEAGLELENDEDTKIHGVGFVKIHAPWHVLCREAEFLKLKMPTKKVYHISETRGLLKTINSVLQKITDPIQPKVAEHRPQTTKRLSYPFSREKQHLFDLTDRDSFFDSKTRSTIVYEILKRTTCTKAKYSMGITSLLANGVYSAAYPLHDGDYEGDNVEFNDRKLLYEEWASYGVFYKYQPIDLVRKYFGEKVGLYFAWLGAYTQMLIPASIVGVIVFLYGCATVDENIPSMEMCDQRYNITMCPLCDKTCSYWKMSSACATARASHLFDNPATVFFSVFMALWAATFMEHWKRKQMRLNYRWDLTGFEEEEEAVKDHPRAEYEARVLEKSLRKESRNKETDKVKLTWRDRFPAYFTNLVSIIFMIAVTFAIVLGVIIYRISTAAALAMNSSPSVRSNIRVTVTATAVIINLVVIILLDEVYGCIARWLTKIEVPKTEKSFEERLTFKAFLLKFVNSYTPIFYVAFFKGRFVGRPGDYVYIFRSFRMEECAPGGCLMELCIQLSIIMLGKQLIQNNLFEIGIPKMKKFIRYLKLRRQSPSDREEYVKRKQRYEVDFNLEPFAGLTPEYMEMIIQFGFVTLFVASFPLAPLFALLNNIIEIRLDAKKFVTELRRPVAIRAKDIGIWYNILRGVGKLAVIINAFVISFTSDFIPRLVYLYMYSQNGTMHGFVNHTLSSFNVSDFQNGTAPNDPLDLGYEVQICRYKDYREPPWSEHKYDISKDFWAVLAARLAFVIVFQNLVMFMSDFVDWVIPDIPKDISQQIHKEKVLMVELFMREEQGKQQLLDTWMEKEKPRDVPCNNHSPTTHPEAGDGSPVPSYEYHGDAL
TRPC6 activator = mouse TRPC6 channel activators, primary screen, cell-based, HEK293, membrane potential dye; B-score at 10 µM; AID 2550, 2010; hit rate 0.13% among 310,000; Short transient receptor potential channel 6 (Mus musculus), Q61143; HEK293-TRPC6 membrane potential dye fluorescence; stronger effect = higher value;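 active = B-score of the integrated fluorescence ratio above library mean plus 3 SD, and starting fluorescence ratio within library mean plus 5 SD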;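 also: higher score means more depolarization so channel activation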
MrgX1 antagonist = antagonists of human MrgX1 receptor, primary screen, HEK293 cells, Fluo-4 calcium flux | Mas-related G-protein coupled receptor member X1 (Homo sapiens), Q96LB2 | BAM8-22 antagonism; stronger effect = lower value | B-score at 10 µM | hit rate 1.3% among 310,000 | AID 588676, 2011;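 active = calcium-response B-score plate-corrected more than 3 library SD below zero, starting fluorescence within 5 deviations, no agonist response on first addition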;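 also: peak minus trough fluorescence over baseline after final BAM8-22 challenge near maximal dose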
TMEM16A act = TMEM16A chloride channel activators or potentiators, primary screen, cell-based, HTS | HEK293 TMEM16A/YFP-H148Q/I152L, iodide quench fluorescence; stronger effect = lower value | B-score at 10 µM | hit rate 0.3% among 340,000;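 active = fluorescence-ratio B-score plate-corrected deviation score at least 3 library SD below zero, with starting fluorescence score within 5 deviations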;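 also: channel opened by trigger with iodide after compound preincubation; score built on the fluorescence ratio of max minus min over baseline; more negative score means more quench and so TMEM16A activation or potentiation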
The depositor's hits bear a star; i = inactive; . = not tested or not shown.

SMILES | TRPC4 block | SKKanGAS inh | TRPC4 PAM | MrgX1 allo act | TRPC6 inhibitor | TRPC4 act | MrgX1 ag | ANO1 block | TRPC6 activator | MrgX1 antagonist | TMEM16A act
COc1ccc(-n2c(SCC(=O)NCC3CCCO3)nc3c([nH]c4ccccc43)c2=O)cc1OC (stereo not given) | i | 4.8 | i | i | i | i | i | i | i | i | i
c1ccc(-c2nnc(-c3c[nH]c4ccccc34)nc2-c2ccccc2)cc1 | i | 64.9* | i | i | i | i | i | i | i | i | i
COc1ccc(CN2CCNC(=O)C2CC(=O)NC2CCC2)c(OC)c1 (stereo not given) | i | -2.6 | i | i | i | i | i | i | i | i | i
O=C(NCc1cccnc1)/C(=C/c1ccccc1)NC(=O)c1ccccc1 | i | -1.0 | i | i | i | i | i | i | i | i | i
CCc1ccc(CN(C)C(=O)C2CCC(=O)N(Cc3cccc(OC)c3)C2)nc1 (stereo not given) | i | -3.4 | i | i | i | i | i | i | i | i | i
CC(c1ccccc1)N1CC(C(=O)N2CCN(c3ccc(F)cc3)CC2)CC1=O (stereo not given) | i | -4.3 | i | i | i | i | i | i | i | i | i
CCOC(=O)C1CCN(Cc2oc(CO)cc(=O)c2O)CC1 | i | 4.1 | i | i | i | i | i | i | i | i | i
CCCCN(C(=O)CC(c1ccccc1)c1ccccc1)c1c(N)n(CCC)c(=O)[nH]c1=O | i | 9.3 | i | i | i | i | i | i | i | i | i
CCN(CC)C(=O)Cn1cc(S(=O)(=O)CC(=O)N2CCOCC2)c2ccccc21 | i | 1.9 | i | i | i | i | i | i | i | i | i
CNS(=O)(=O)c1cc(O)c2c(S(=O)(=O)NC)cccc2c1 | i | 0.8 | i | i | i | i | i | i | i | i | i
Cc1ccc(S(=O)(=O)/C(C#N)=C/c2c(N3CCN(C)CC3)nc3c(C)cccn3c2=O)cc1 | i | 3.6 | i | i | -6.81* | i | i | i | i | i | i
COC(=O)Cn1c(=NC(=O)c2nc3ccccc3s2)sc2cc(S(N)(=O)=O)ccc21 | i | 12.0 | i | i | i | i | i | i | i | i | i
O=C(O)CCN1C(=O)c2ccc(NC(=O)CSc3ccccc3)cc2C1=O | i | 3.2 | i | i | i | i | i | i | i | i | i
Cc1nc(NNC(=O)c2ccc(Cl)cc2Cl)cc(-c2ccccc2)n1 | i | 11.9 | i | i | i | i | i | i | i | i | i
CC1(C)CC(=O)C=C(NCc2ccccc2)C1 | i | 4.6 | i | i | i | i | i | i | i | i | i
CC(C)(C)N/C=C(\C#N)S(=O)(=O)c1ccc(Br)cc1 | i | 0.3 | i | i | i | i | i | i | i | i | i
COc1ccc(Cn2c(-c3ccccc3C)nc3c(c(=O)c4ccccc4n3C)c2=O)cc1 | i | 6.8 | i | i | i | i | i | i | i | i | i
COc1ccc(N2C(=O)CC(Cc3ccc(Br)cc3)C2=O)cc1 (stereo not given) | i | 2.4 | i | i | i | i | i | i | i | i | i
COc1cccc(C2CC(c3cccs3)=NN2C(=O)CSc2nc3c(cnn3-c3ccc(F)cc3)c(=O)[nH]2)c1OC (stereo not given) | i | 57.1* | i | i | i | i | i | i | i | i | i
Cc1ccc(CN(C)CC(=O)Nc2cccc([N+](=O)[O-])c2)o1 | i | 1.8 | i | i | i | i | i | i | i | i | i
CCC(C(=O)NC1CCCC1)N(C(=O)Cn1nnc(-c2ccc(C)o2)n1)c1ccc(F)cc1 (stereo not given) | i | -3.9 | i | . | i | i | . | . | i | . | i
COC(=O)c1sc2nc(C)cc(-c3ccccc3)c2c1N | i | 6.7 | i | i | i | i | i | i | i | i | i
CCOc1ccc(OCCC(=O)N(CC(=O)Nc2ccccc2C(F)(F)F)Cc2ccco2)cc1 | i | -2.2 | i | i | i | i | i | i | i | i | i
Cc1nn(C(C)C(=O)NC2CCCCC2)c(=O)c2nn(-c3ccccc3)c(C)c12 (stereo not given) | i | -8.6 | i | i | i | i | i | i | i | i | i
CCc1cc2c(=O)c(-c3nc4ccccc4n3C)coc2c(CN2CCN(C)CC2)c1O | i | 15.8 | i | i | i | i | i | i | i | i | i
CCCNC(=O)c1nc(C)c(C)nc1C(=O)Nc1cccc(Cl)c1 | i | 1.8 | i | i | i | i | i | i | i | i | i
CCC(=O)N(Cc1ccco1)Cc1cc2cc3c(cc2[nH]c1=O)OCO3 | i | 2.6 | i | i | i | i | i | i | i | i | i
COc1ccc(OCC(=O)Nn2c(-c3cccc(OC)c3)nc3ccccc3c2=O)cc1 | i | -6.5 | i | i | i | i | i | i | i | i | i
Cc1ccc(CN2CCC(n3nccc3NC(=O)CCOc3ccccc3)CC2)cc1C | -6* | -0.7 | i | i | i | i | i | i | i | i | i
COc1ccc(C2C(C#N)=C(N)OC3=C2C(=O)CCC3)c(OC)c1OC (stereo not given) | i | 1.1 | i | i | i | i | i | i | i | i | i
CC(C)Sc1nnc([C@H](Cc2ccccc2)NC(=O)OC(C)(C)C)o1 | i | 2.9 | i | i | i | i | i | i | i | i | i
CCCc1ncc(C[n+]2ccccc2C)c(N)n1 | . | . | . | i | . | . | i | i | . | i | i
Cc1ccccc1NC(=O)c1c(F)c(F)c(F)c(F)c1F | i | 9.0 | i | i | i | i | i | i | i | i | i
CCOc1cc(S(=O)(=O)n2nc(C)cc2C)ccc1F | i | -3.5 | i | i | i | i | i | i | i | i | i
COc1ccc(CC(=O)Nc2ccc(S(=O)(=O)NC(C)C)cc2)cc1 | i | 24.0 | i | i | i | i | i | i | i | i | i
COc1cc(C(=S)N2CCC(C(N)=O)CC2)ccc1O | . | . | . | i | . | . | i | i | . | i | i
CCOC(=O)c1ccsc1NC(=O)c1ccco1 | i | -0.1 | i | i | i | i | i | i | i | i | i
CCn1cc(C(=O)NC2CCCCC2)c(=O)c2ccc(C)nc21 | i | 2.0 | i | i | i | i | i | i | i | i | i
CCCC(=O)Nc1cccc(NC(=O)c2ccc([N+](=O)[O-])cc2Cl)c1 | i | -0.8 | i | i | i | i | i | i | i | i | i
CCCCOc1ccc(NC(=O)CSc2nnnn2C)cc1 | i | -3.2 | i | i | i | i | i | i | i | i | i
COC(=O)C1=C(C)OC(N)=C(C#N)C1c1ccc(OC)c(OC)c1OC (stereo not given) | i | -1.1 | i | i | i | i | i | i | i | i | i
COCCCN1C(=O)C(=O)/C(=C(/O)c2ccc(C)cc2)C1/C=C/c1ccccc1 (stereo not given) | i | 0.6 | i | i | i | i | i | i | i | i | i
CC(C)CCNC(=O)c1onc(CSc2ccc(F)cc2)c1C(=O)NCCC(C)C | i | 21.6 | i | i | i | i | i | i | i | i | i
CCc1nnc(NC(=O)CSCc2cc(=O)n3nc(C(C)C)sc3n2)s1 | i | -1.7 | i | i | i | i | i | i | i | i | i
Cc1ccccc1CN(C)CC(=O)Nc1cccc(S(=O)(=O)N(C)c2ccccc2)c1 | i | -0.5 | i | i | i | i | i | i | i | i | i
CNC(=S)N1C2CCC1CC(NC(=O)NC13CC4CC(CC(C4)C1)C3)C2 (stereo not given) | i | -3.0 | i | i | i | i | i | i | i | i | i
COC(=O)c1ccc(COc2ccccc2/C=N/O)o1 | i | -0.5 | i | i | i | i | i | i | i | i | i
O=S(=O)(c1cccc(S(=O)(=O)N2CCC(N3CCCCC3)CC2)c1)N1CCOCC1 | i | 8.4 | i | . | i | i | . | . | i | . | .
CCC(=O)NC1CC2CCCC(C1)N2Cc1ccc(C)cc1 (stereo not given) | i | -1.3 | i | i | i | i | i | i | i | i | i
Cc1cc2nnc(SCC(=O)NCc3cccs3)n2c2ccccc12 | i | -6.1 | i | i | i | i | i | i | i | i | i
COc1cc(C(=O)Nc2cccc(-n3cnnn3)c2)cc(OC)c1OC | i | -1.9 | i | i | i | i | i | i | i | i | i
CCCN(CCC)CCNC(=O)CCC(=O)Nc1ccc2nc(N3CCN(C)CC3)cc(C)c2c1 | i | -0.9 | i | i | i | 87* | i | i | i | i | i
Cc1ccc(OCc2nn3c(-c4ccco4)nnc3s2)cc1 | i | 11.2 | i | i | i | i | i | i | i | i | i
CCC(C(=O)NCc1cccnc1)c1ccccc1 (stereo not given) | i | 8.9 | i | i | i | i | i | i | i | i | i
O=C(Nc1nc2ccccc2n1CCN1CCOCC1)c1ccc(COc2ccccc2Br)o1 | i | 49.7* | i | i | i | i | i | i | i | i | i
Oc1cccc2ccc(Nc3ccccn3)nc12 | i | 39.3 | i | i | -9.08* | i | i | i | i | -7.45* | i
O=C(O)c1csc(-c2cccs2)n1 | i | -3.7 | i | i | i | i | i | i | i | i | i
Cc1cc(C)c2c(=O)[nH]c(SCc3ccc([N+](=O)[O-])cc3)nc2n1 | i | -5.2 | i | i | i | i | i | i | i | i | i
CC(=O)N1CCN=C1SCc1cccc(F)c1 | i | -5.3 | i | i | i | i | i | i | i | i | i
Cc1ccc(NC2=CC(=O)CC(c3ccc(Cl)cc3)C2)cc1 (stereo not given) | i | 18.3 | i | i | i | i | i | i | i | i | i
COc1ccccc1N(C)S(=O)(=O)c1ccc(Cl)c(C(=O)NC2=NCCS2)c1 | i | 4.6 | i | i | i | i | i | i | i | i | i
C=CCn1c(SCC(=O)NCCCO)nc2sc3c(c2c1=O)CCC3 | i | 7.1 | i | i | i | i | i | i | i | i | i
O=C1c2ccc(Oc3ccc([N+](=O)[O-])cc3)cc2C(=O)N1c1ccncc1 | i | -11.5 | i | i | i | i | i | i | i | i | i
